Bioassay records (PubChem)
S3 lipid droplet: qHTS Assay for Lipid Storage Modulators in Drosophila S3 Cells. Drosophila S3 cells, BODIPY lipid droplet fluorescence, 18-24 h; cells fed with added oleic acid. lipid storage change, negative = inhibition, % at the top dose, mostly 46.1 µM; hits show Potency in µM. actives 0.64% (n = 320,000). AID 2685; active = well fitted inhibition curve with a large enough effect in the signal ratio, with a control signal flat, not every such curve was filed as active; inconclusive = small, poorly fitted or top-dose-only effect, or effect the other way, or a change in a side signal; the % refers to the signal ratio
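Laser-scanning cytometry quantifies lipid droplet accumulation (500–530 nm total intensity; droplet/cell object ratio) in oleic acid-fed (400 uM added) Drosophila S3 cells treated with a concentration series. 20 uM Triacsin C defined 100% inhibition.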
S3 lipid droplet cell count max: second read-out of S3 lipid droplet, no call of its own (marks repeat the call); cell number change, %; measured here: cell count max response;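 cells counted by Cell Tracker Red CMTPX staining in the red channel; peak over a dose series mostly up to 46.1 µM; percent activity relative to internal control wells on each plate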
Active calls of the source: *; i = inactive; u = inconclusive; x = no result given; [ ] = dose if it differs, or a comment. % is scaled to controls: 0 for no effect and ±100 for the full control effect; potency is read from the fitted curve at half-maximal effect. Some of the compounds tested (hit frequency here may not be typical).

S3 lipid droplet,S3 lipid droplet cell count max,Compound
-3%,-15,CCSc1nnc(NC(=O)COc2ccccc2)s1
u,x,Cc1cccc(NC(=O)c2cccc3c2-c2ccccc2C3=O)n1
u,x,c1ccc(Cc2ccc(OCCCNC3CCCC3)cc2)cc1
2%,15,NC(=O)N/N=C/c1cn(-c2ccccc2)nc1-c1cccnc1
1%,-4,COc1ccc(F)cc1S(=O)(=O)N1CCN(C(=O)c2ccco2)CC1
u,x,O=C(COC(=O)/C=C/c1cccc(Cl)c1)NC(=O)NCc1ccccc1
-22%,-9,N#C/C(=C\c1ccc(Cl)cc1)c1nc2ncccc2[nH]1
u,x,CCN(CC)S(=O)(=O)c1ccc(C(=O)OCC(=O)Nc2sc3c(c2C#N)CCCCC3)cc1
3%,20,CCCCN(CC)CCNC(=O)CCC(=O)Nc1ccc2nc(N3CCN(C)CC3)cc(C)c2c1
u,x,COc1cccc(N2CCN(c3ncnc4c3[nH]c3ccccc34)CC2C)c1 (centres undefined)
u,x,N#CCCN(CC(=O)O)S(=O)(=O)c1ccccc1
u,x,O=C(CSCc1nc2c(nnn2Cc2ccc(F)cc2)c(=O)[nH]1)Nc1c(Cl)cc(Cl)cc1Cl
16µM*,-5.3*,COC(=O)C1C2C=CC3(CN(C(C)c4ccc(OC)cc4)C(=O)C13)O2 (centres undefined)
u,x,COc1ccc(N(CC(=O)N2CCc3ccccc3C2)S(=O)(=O)c2c(C)nn(C)c2C)cc1
u,x,CCN(C(=O)CSc1nc(C)nc2sc(C)c(C)c12)C1CCS(=O)(=O)C1 (centres undefined)
15%,5,CC1(c2ccc(OC(F)F)cc2)NC(=O)N(CC(=O)NC2CCCCC2)C1=O (centres undefined)
3%,10,O=S(=O)(Nc1ccc2[nH]ncc2c1)c1ccccc1Cl
-4%,-21,Cc1cc(C)c2cc(C(=O)Nc3ccccc3)[nH]c2c1
u,x,CCc1c(C(=O)N2CCN(c3ccccc3F)CC2)[nH]c(C)c1C(C)=O
-5%,-2,COc1cc(OC)cc(C(=O)Nc2c(F)cccc2F)c1
u,x,N/C(Cc1ccc(Cl)cc1)=N\OC(=O)Cc1ccc([N+](=O)[O-])cc1
u,x,CCCN1CCC(=NNc2ccc(S(=O)(=O)N(CC)CC)cc2[N+](=O)[O-])CC1
u,x,CC12CCC(=O)N1C(C(=O)NNC(=O)c1ccc(Br)cc1)CS2 (centres undefined)
u,x,O=C1C=C(c2cccc(Br)c2)C[C@@H](c2ccc(F)cc2)C1
i,15,COc1ccccc1N1CCN(Cc2cccs2)CC1
u,x,CC(Sc1nc2ncc(Cl)cc2[nH]1)C(=O)NC1(C#N)CCCCC1 (centres undefined)
0%,10,COc1ccc(Sc2cc(C(F)(F)F)nc(-c3ccccn3)n2)cc1
16%,15,CS(=O)(=O)Nc1ccccc1NS(C)(=O)=O
u,x,CCN(CC)CCNC(=O)C12CC3CC(CC(C3)C1)C2
u,x,O=C(CSc1nnnn1-c1ccccc1)NCC1(N2CCCCC2)CCCCC1
u,x,COc1ccc([C@@H]2[C@H]3C(=O)N(c4cccc(C(F)(F)F)c4)C(=O)[C@H]3ON2C)cc1
u,x,CCN(CC(=O)Nc1ccc2c(c1)OCO2)Cc1nc2ccccc2c(=O)[nH]1
u,x,CC(C)CN1C(=O)C(=O)N(CC(=O)Nc2cccc(Cl)c2Cl)C1=O
i,16,Cc1ccccc1-n1c(SCC(=O)N2CCOCC2)nc(O)c(Cc2ccccc2)c1=O
-23%,-19,O=C(O)c1cccc(C(=O)Cc2ccccc2)c1
1%,x,CC(C)c1ccc(NC2CCCN(C(=O)CCN3CCOCC3)C2)cc1 (centres undefined)
u,x,COc1ccccc1CNC(=O)C1CC(c2c(Cl)cccc2Cl)=NO1 (centres undefined)
u,x,COC(=O)Nc1cc(C(=O)c2ccc(Cl)cc2Cl)c[nH]1
u,x,Cc1cc(=O)oc2cc(NC(=O)Cc3ccccc3[N+](=O)[O-])ccc12
u,x,COc1ccccc1-c1nnc(NC(=O)Cc2ccccc2)o1
u,x,Cc1ccc(NC(=O)N2CCC(C(=O)NCc3ccc(F)cc3)CC2)cc1
i,-17,COc1ccc(NC(=O)COc2ccccc2Cc2ccccc2)cn1
u,x,Cc1c(/C=N/NC(=O)c2ccc3c(c2)OCO3)cnn1C
u,x,CCn1c(SCC(=O)Nc2ccc(OC)c(S(=O)(=O)N3CCCCC3)c2)nnc1C1CC1
u,x,COc1ccc(CN2CCC(Oc3ccc(C(=O)N4CCCC4)cc3)CC2)c(F)c1
24%,3,CC(=O)c1csc(COc2cc(Cl)cc(Cl)c2)n1
u,x,O=C1c2ccccc2C(=O)N1c1ccc(S(=O)(=O)N2CCCCC2)cc1
u,x,CC(C)Oc1ccccc1/C=N/NC(=O)C1CCCC1
10%,16,CC(C)c1ccc(N2C(=O)C(Cl)=C(N3CCOCC3)C2=O)cc1
-3%,-20,CCn1c(SCC(=O)Nc2ccccc2F)nnc1-c1cnccn1
1%,-8,O=C(CCN1C(=O)c2cccc3cccc(c23)C1=O)Nc1ccccc1
u,x,Cc1cccn2c(=O)cc(CSc3nnc(NC(=O)COc4ccccc4)s3)nc12
-10%,-19,CC[C@]1(c2ccccc2OC)C(=O)N(C(=O)OC)N1C(=O)OC
10%,1,O=C(NCc1ccco1)/C(=C/c1cccnc1)NC(=O)c1ccco1
u,x,Cc1ccc(C)c(-c2nnc(NC(=O)CS(=O)(=O)c3ccccc3)o2)c1
u,x,O=C(Cn1c(=O)oc2cc(S(=O)(=O)NCc3ccccc3)ccc21)NCc1ccco1

Whole records from above. Values in the order: S3 lipid droplet, S3 lipid droplet cell count max
Profile of CC(C)c1ccc(N2C(=O)C(Cl)=C(N3CCOCC3)C2=O)cc1 : 10%, 16
Profile of O=C(NCc1ccco1)/C(=C/c1cccnc1)NC(=O)c1ccco1 : 10%, 1

Remaining list, next part
S3 lipid droplet,S3 lipid droplet cell count max,Compound
u,x,O=C(N/N=C/c1cc2c(cc1Cl)OCO2)c1cc(-c2ccccc2)n[nH]1
u,x,CC(=O)Oc1ccccc1/C=C1\CCOC1=O
u,x,Cc1c(C(=O)Nc2cccnc2Cl)oc2ccccc12
u,x,COc1cc(C(=O)NC(c2ccccc2)c2ccccc2)cc(OC)c1C
u,x,Cc1ccc(-c2nc3ncccc3o2)cc1NC(=O)c1ccccc1
0%,2,Cc1c(NC(=O)CN2C(=O)C(=O)N(Cc3ccccc3)C2=O)c(=O)n(-c2ccccc2)n1C
u,x,COc1ccc(C(=O)CSc2n[nH]c(N)n2)cc1
i,13,CCNS(=O)(=O)c1ccc(C(=O)OCc2cc(=O)oc3cc(OC)ccc23)cc1
u,x,Cc1ccccc1Nc1nnc(SCc2cc(=O)n3ccsc3n2)s1
u,x,CCC(C)Nc1nc(-c2c[nH]c3ccccc23)cs1 (centres undefined)
3%,26,CC(=O)Nc1ccc(NC(=O)C(C)OC(=O)CNS(=O)(=O)c2ccc(Br)cc2Cl)cc1 (centres undefined)
u,x,Cc1ccc(N(CC(=O)Nc2ccc(C)cc2C)S(=O)(=O)N2CCCC2)cc1
u,x,COc1cccc(C(=O)COC(=O)c2cccs2)c1
u,x,CC(C)C(O)(CC#CCN1CCCC1)c1ccccc1 (centres undefined)
7.3µM*,x,Cc1ccc(CS(=O)Cc2ccc(C(=O)N3CCN(c4ccccn4)CC3)o2)cc1 (centres undefined)
u,x,Oc1cccc2ccc(N3CCOCC3)nc12
u,x,C=CCc1cccc(CNc2c(C)n(C)n(-c3ccccc3)c2=O)c1O
-15%,3,Cc1cc(C)c2c(n1)sc1c(N3CCN(C)CC3)ncnc12
7%,x,Cc1ccc(S(=O)(=O)N2CCCCC2)cc1C(=O)N1CCN(c2ccccn2)CC1
-21%[0.0737 µM],-7,O=C(NC1CCN(Cc2ccccc2)CC1)c1cc(S(=O)(=O)Nc2ccc(F)cc2)ccc1Cl
17%,-26,Cc1ccc(/C=N/N2CCN(Cc3cccc4ccccc34)CC2)s1
1%,-9,C=CCOc1c(Cl)cc(CNc2nccs2)cc1OC
u,x,Cc1cc(=O)[nH]c(SCC(=O)NC(C)C2CC3CCC2C3)c1C#N (centres undefined)
u,x,Cc1ccc(C)c(NC(=O)CN2C(=O)CC(C)S(=O)(=O)c3ccccc32)c1 (centres undefined)

In the list so far, these contain a nitro group on carbon:
S3 lipid droplet,S3 lipid droplet cell count max,Compound
u,x,N/C(Cc1ccc(Cl)cc1)=N\OC(=O)Cc1ccc([N+](=O)[O-])cc1
u,x,CCCN1CCC(=NNc2ccc(S(=O)(=O)N(CC)CC)cc2[N+](=O)[O-])CC1
u,x,Cc1cc(=O)oc2cc(NC(=O)Cc3ccccc3[N+](=O)[O-])ccc12

More records follow.
S3 lipid droplet,S3 lipid droplet cell count max,Compound
1%,-6,Cc1ccc(C(=O)c2coc3ccc(O)cc23)cc1
-11%,3,CC(=O)c1ccc(-n2nncc2C(C)(C)C)cc1
u,x,Cc1ccnc(NC(=O)c2cc(S(=O)(=O)N3CCCCC3)ccc2Cl)c1
u,x,CC(C)(C)Cc1nnc(NS(=O)(=O)Cc2ccccc2)s1
u,x,CC1(c2ccccc2)NC(=O)N(CC(=O)Nc2cccc(/C=C/c3ccccn3)c2)C1=O (centres undefined)
i,x,Cc1cc(-c2nnc(CCC(=O)NCc3cccc(C(F)(F)F)c3)o2)no1
u,x,Nc1nc2n(n1)C1(CCCCC1)C1=C(CCCC1)N2
i,x,O=c1oc2cc(OCc3ccc(F)cc3F)ccc2cc1-c1ccccn1

Rewritten as comma-separated lines: 4 of the compounds above.
Compound,S3 lipid droplet,S3 lipid droplet cell count max
NC(=O)N/N=C/c1cn(-c2ccccc2)nc1-c1cccnc1,2%,15
COc1ccc(F)cc1S(=O)(=O)N1CCN(C(=O)c2ccco2)CC1,1%,-4
O=C(COC(=O)/C=C/c1cccc(Cl)c1)NC(=O)NCc1ccccc1,u,x
N#C/C(=C\c1ccc(Cl)cc1)c1nc2ncccc2[nH]1,-22%,-9

(further entries)
S3 lipid droplet,S3 lipid droplet cell count max,Compound
3%,7,COc1ccc(-n2nnnc2SCC(=O)N2CCN(C(=O)c3ccco3)CC2)cc1OC
0%,x,COCc1cc(C)nc(SCC[N+](C)(C)CC(=O)c2ccc(Br)cc2)c1C#N
u,x,O=C(c1ccc([N+](=O)[O-])cc1)N1CCC(Cc2ccccc2)CC1
u,x,CCCCCc1ccc(OCCCC[n+]2ccccc2)c(CCCCC)c1
2%,14,CCOC(=O)[C@H]1[C@H]2COc3cc(OC)ccc3[C@@H]2N2C(=O)CN(CC3CCCO3)C(=O)[C@@]12C (some centres undefined)
u,x,COC(=O)c1sccc1NC(=O)CC1NCCNC1=O (centres undefined)
-3%,23,O=c1c(C(c2ccc(Br)cc2)c2c(O)nc3n(c2=O)CCS3)c(O)nc2n1CCS2
-4%,-12,O=C(c1cnn2c(C(F)(F)F)cc(-c3cccs3)nc12)N1CCN(Cc2ccccc2)CC1
u,x,Oc1ccccc1-c1cc(-c2ccc(F)cc2)n[nH]1
u,x,COc1ccc(CC(=O)c2cc(OC)c(OC)cc2CC(=O)O)cc1OC
u,x,COc1ccc(S(=O)(=O)N2CCc3cc4c(cc3C2C)OCCCO4)cc1 (centres undefined)
u,x,O=C(O)C1Nc2c(C(=O)N3CCOCC3)cccc2C2C=CCC12 (centres undefined)
u,x,CC(C)(C)c1ccc(C(=O)Nc2cnccn2)cc1
u,x,Cc1ccc[n+](CC(=O)Nc2ccc([N+](=O)[O-])cc2)c1
11%,14,O=C(CSc1nnc(SCc2cccc3ccccc23)s1)N=Nc1c(O)[nH]c2ccccc12
u,x,CC(=O)NC(Cc1ccccc1C)C(=O)NC1CCN(c2ncccc2[N+](=O)[O-])CC1 (centres undefined)
i,x,CC(=O)NCCc1nc2cc(NC(=O)COc3ccc(C)cc3)ccc2n1C
u,x,Cc1cc(C)n(-c2cc(-n3nc(C)cc3C)ncn2)n1
-8%,5,COc1ccccc1CC(=O)Nc1ccc(S(=O)(=O)N2CCCC2)cc1
u,x,Nc1[nH]c(N=NC(=O)c2ccccc2O)c2ccccc12
0%,5,CCN(CC)C(=O)C1CCCc2c1[nH]c1ccc(Cl)cc21 (centres undefined)
i,x,CS(=O)(=O)N(CC(=O)Nc1ccc(C(N)=O)cc1)C1CCCCC1
-3%,-9,O=C1CNC(=S)N1c1nc(-c2ccccc2)cs1
u,x,CCCCN1CC(O)=C(c2nc(-c3ccc(Cl)cc3)cs2)C1=N
i,-24,COc1ccccc1NC(=O)c1ccccc1NC(=O)c1ccccc1C(=O)O
-14%,1,COc1ccc(C(=O)NC(=S)Nc2cccc3nc(C)ccc23)cc1OC
3%,2,OCC(Cc1ccccc1)Nc1c2ccccc2nc2ccccc12 (centres undefined)
u,x,CN(c1ccccc1)S(=O)(=O)c1cc(C(=O)OCC(=O)N2CCN(C(=O)c3ccco3)CC2)ccc1Cl
7%,24,CCCCN(C)CCNC(=O)CN1C(=O)CSc2ccc(S(=O)(=O)N3CCOCC3)cc21
-10%,-12,COc1cc(CC(=O)O)ccc1O
-15%,-10,CCOC(=O)N1CCC(NC(=O)C2CCCN(c3nc4ccccc4o3)C2)CC1 (centres undefined)
u,x,Cc1ccc(CCNS(=O)(=O)c2cc3c(cc2Cl)NC(=O)CO3)cc1
17%,1,COc1cc(S(=O)(=O)N(C)Cc2ccc3c(c2)OCCO3)ccc1NC(C)=O
u,x,Cc1ccc(N2C(=O)CS(=O)C(c3ccccc3)C2=O)cc1C (centres undefined)
